Compound activity as filed in PubChem.
FAS-TE inh: FAS thioesterase domain inhibitors, primary screen, biochemical, fluorescence intensity, uHTS; inhibition, % at 15 µM; AID 602261, 2012; recombinant FAS-TE, OMFH fluorogenic substrate, fluorescence endpoint; Fatty acid synthase (Homo sapiens), P49327; hit rate 0.67% among 360,000;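 active = compounds whose normalised, plate-corrected inhibition of enzyme fluorescence in the single-dose primary screen is 50% or more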;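 note: 0% = DMSO with enzyme and 100% = substrate without enzyme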
MsrA act: bovine MsrA enzyme activators, primary screen, biochemical, absorbance, HTS | Methionine sulfoxide reductase A (Bos taurus) | purified bovine MsrA, absorbance read-out | activation, % at 10.6 µM | hit rate 0.3% among 360,000; in the data active = activation above about 7.5%;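 note: 0% = vehicle and 100% = reference activator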
Rin1 Abl inh: inhibitors of Rin1-Abl protein binding, primary screen, biochemical, TR-FRET; inhibition, % at 7.35 µM; hit rate 0.4% among 360,000; Tyrosine-protein kinase ABL1 (Homo sapiens) + Ras and Rab interactor 1 (Homo sapiens), …; AID 588664, 2011; in the data active = inhibition above about 5%, passing the limit was not always enough
NRP1-CendR mod: modulators of CendR peptide binding to NRP-1, primary screen, biochemical, fluorescence polarization, uHTS | Neuropilin-1 (Homo sapiens), O14786 | FAM-RPARPAR peptide binding to NRP-1 | inhibition, % at 25 µM | hit rate 0.85% among 360,000 | AID 602438, 2012;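 active = inhibition or corrected inhibition above about 18%, plus a signal ratio from 0.5 to 1.5, limit read from the data, passing the limit was not always enough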; note: strong numbers were not always called active
Neddylation inh: inhibitors of cullin neddylation, primary screen, biochemical, TR-FRET, uHTS, NAE and Ubc12; NEDD8-conjugating enzyme Ubc12 (Homo sapiens) + NEDD8-activating enzyme E1 regulatory …; calls only at 25 µM; hit rate 0.58% among 360,000; AID 651699, 2012; in the data active = inhibition above about 36%
eLon inh: inhibitors of E. coli Lon protease, primary screen, biochemical, fluorescence polarization | purified E. coli Lon protease | inhibition, % at 7.94 µM | hit rate 0.42% among 360,000; in the data active = inhibition above about 13%, passing the limit was not always enough;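 note: 0% = enzyme with probe and DMSO and 100% = no enzyme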
MT1-MMP act inh: blockers of MT1-MMP proenzyme processing, primary screen, HT1080 RFP-PRO-GFP cells, GFP/RFP fluorescence; Matrix metalloproteinase-14 (Homo sapiens), P50281; GFP/RFP ratio fluorescence, overnight; percent of plate control window, DMSO zero; GFP/RFP ratio change, % at 20 µM; hit rate 0.061% among 360,000;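 active = GFP/RFP ratio change of at least 30% with cell ATP level not reduced by more than half and red fluorescence within 50% of control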; note: strong numbers were not always called active
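Assay system: RFP-PRO-GFP reporter HT1080 cells; read-out basis: GFP/RFP fluorescence ratio; benchmarks: DMSO wells and RFP-L50D-GFP cells; doses: 20 µM single dose, 1% DMSO; schedule: overnight cell settling, then overnight compound exposure, 37 °C, 5% CO2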
PABP1 MLLE inh: inhibitors of PABP1 MLLE–PAM2 peptide binding, primary screen, biochemical, fluorescence polarization, FITC-PAM2, GST-MLLE; Polyadenylate-binding protein 1 (Homo sapiens), P11940; inhibition, % at 20 µM; hit rate 0.36% among 360,000; in the data active = inhibition above about 35%, passing the limit was not always enough;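 note: plate controls were DMSO wells with GST-MLLE for no effect and wells lacking GST-MLLE protein for full effect; some results filed as inactive read as strong as hits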
Target sequence (P11940 whole entry, looked up): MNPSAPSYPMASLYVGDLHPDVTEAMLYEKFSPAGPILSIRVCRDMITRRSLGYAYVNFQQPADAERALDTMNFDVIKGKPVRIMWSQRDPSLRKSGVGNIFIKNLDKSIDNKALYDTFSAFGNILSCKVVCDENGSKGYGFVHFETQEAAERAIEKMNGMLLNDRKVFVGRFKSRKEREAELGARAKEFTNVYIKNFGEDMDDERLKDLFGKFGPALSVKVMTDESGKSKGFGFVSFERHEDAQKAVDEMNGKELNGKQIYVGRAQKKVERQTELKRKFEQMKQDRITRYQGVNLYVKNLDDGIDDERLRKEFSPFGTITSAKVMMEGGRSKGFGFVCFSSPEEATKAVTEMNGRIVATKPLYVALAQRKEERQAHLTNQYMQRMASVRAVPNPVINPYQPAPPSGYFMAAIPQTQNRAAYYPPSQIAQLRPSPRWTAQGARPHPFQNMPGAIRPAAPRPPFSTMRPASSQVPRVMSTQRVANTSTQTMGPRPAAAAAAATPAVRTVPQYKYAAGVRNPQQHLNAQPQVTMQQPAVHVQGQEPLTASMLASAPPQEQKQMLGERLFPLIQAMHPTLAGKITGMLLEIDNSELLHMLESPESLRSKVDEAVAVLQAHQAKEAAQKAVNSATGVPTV
SKN-1 inh: suppressors of acrylamide-induced Pgst-4::GFP reporter in worms, primary screen, SKN-1 inhibitor project, whole organism, uHTS, GFP/RFP fluorescence ratio, strain VP596; C. elegans VP596 Pgst-4::GFP/RFP ratio, 24 h; inhibition, % at 21.8 µM; hit rate 0.49% among 360,000;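 active = interference check ratio from 0.5 to 1.5 plus GFP to RFP signal ratio inhibition reaching or exceeding a fixed threshold, cut at about 30% in these data, passing the limit was not always enough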; note: some compounds called inactive have numbers as strong as hits
* marks the source's active call; other numbers are inactive results.

Screening CCN(C(=O)CN1C(=O)NC2(CCc3ccccc32)C1=O)C1CCS(=O)(=O)C1 (stereo not drawn) returned FAS-TE inh -9.0, MsrA act -2.9, Rin1 Abl inh 2.9, NRP1-CendR mod 7.1, Neddylation inh inactive, eLon inh 4.0, MT1-MMP act inh -5.1, PABP1 MLLE inh 3.3 and SKN-1 inh 1.3.
COc1cc(/C=C/C(=O)OCC(=O)N2CCCc3ccccc32)ccc1OC(F)F was read as FAS-TE inh 19.3, MsrA act 0.2, Rin1 Abl inh -0.4, NRP1-CendR mod -11.3, Neddylation inh inactive, eLon inh -9.2, MT1-MMP act inh -3.1, PABP1 MLLE inh -16.5 and SKN-1 inh 8.4.
`CC(C)CC1NC(=O)N(CC(=O)N2CCN(S(=O)(=O)c3ccccc3)CC2)C1=O` (stereo not drawn) gave FAS-TE inh -5.4, MsrA act -0.5, Rin1 Abl inh 0.7, NRP1-CendR mod 6.2, Neddylation inh inactive, eLon inh -7.5, MT1-MMP act inh 6.3, PABP1 MLLE inh -14.6 and SKN-1 inh -1.1.
Screening COCCN1C[C@@H](CO)O[C@@H](n2cnc3c(N(C)C(C)C)ncnc32)C1 returned FAS-TE inh -6.0, MsrA act -2.8, Rin1 Abl inh -2.6, NRP1-CendR mod 23.9*, Neddylation inh inactive, eLon inh 4.1, MT1-MMP act inh 3.0, PABP1 MLLE inh 9.8 and SKN-1 inh 9.8.
For Cc1cc(F)ccc1S(=O)(=O)N1CCCOC1CNC(=O)C(=O)NC1CCCCC1 (stereo not drawn) the results were FAS-TE inh 3.4, MsrA act 3.6, Rin1 Abl inh -0.4, NRP1-CendR mod 17.6, Neddylation inh inactive, eLon inh 8.6, MT1-MMP act inh 2.3, PABP1 MLLE inh -7.7 and SKN-1 inh 2.9.
`COc1ccc(OC)c(C(=O)NC(CC(N)=O)c2ccc(N3CCC(Cc4ccccc4)CC3)c([N+](=O)[O-])c2)c1` (stereo not drawn) gave FAS-TE inh -7.9, MsrA act 0.9, Rin1 Abl inh -3.4, NRP1-CendR mod 17.8, Neddylation inh inactive, eLon inh 0.9, MT1-MMP act inh 6.0, PABP1 MLLE inh 5.1 and SKN-1 inh 3.8.
O=C1CN(c2ccccc2)C(=S)N1c1ccccc1 was read as FAS-TE inh -6.7, MsrA act -11.1, Rin1 Abl inh 0.3, NRP1-CendR mod -3.9, Neddylation inh inactive, eLon inh 7.5, MT1-MMP act inh 4.6, PABP1 MLLE inh 10.6 and SKN-1 inh 6.7.
`CC(=C/c1ccc(C(C)C)cc1)/C=N/NC(=O)Cn1nnnc1N` gave FAS-TE inh -5.2, MsrA act -2.9, Rin1 Abl inh -3.6, NRP1-CendR mod -2.0, Neddylation inh inactive, eLon inh -4.2, MT1-MMP act inh 2.6, PABP1 MLLE inh -17.1 and SKN-1 inh 14.3.
`CCOc1ccccc1NC(=O)Cc1coc2cc(C)ccc12` gave FAS-TE inh 17.2, MsrA act -8.8, Rin1 Abl inh 2.0, NRP1-CendR mod -9.7, Neddylation inh inactive, eLon inh -5.7, MT1-MMP act inh -4.0, PABP1 MLLE inh -14.9 and SKN-1 inh -14.7.
Screening CC(C)(C)Nc1nc(Cl)nc(N(C#N)CN2C(=O)c3ccccc3S2(=O)=O)n1 returned FAS-TE inh 1.9, MsrA act -13.2, Rin1 Abl inh 1.6, NRP1-CendR mod -1.7, Neddylation inh inactive, eLon inh -4.3, MT1-MMP act inh 0.4, PABP1 MLLE inh -31.3 and SKN-1 inh -5.3.
Screening CN(C)Cc1nc2ccccc2c(=O)n1Cc1nc(-c2cccc([N+](=O)[O-])c2)cs1 returned FAS-TE inh 29.1, MsrA act -2.1, Rin1 Abl inh -3.3, NRP1-CendR mod -1.3, Neddylation inh inactive, eLon inh -6.1, MT1-MMP act inh 1.3, PABP1 MLLE inh 12.2 and SKN-1 inh -14.8.
Screening COc1ccc(Cl)cc1NC(=O)CSc1nc(Nc2ccccc2)nc(N2CCOCC2)n1 returned FAS-TE inh 48.2, MsrA act -1.7, Rin1 Abl inh 0.8, NRP1-CendR mod -3.9, Neddylation inh inactive, eLon inh -10.4, MT1-MMP act inh -4.4, PABP1 MLLE inh -10.6 and SKN-1 inh 7.5.
For CN(Cc1cccs1)C(=O)c1cc(S(=O)(=O)N2CCOCC2)ccc1N1CCCC1 the results were FAS-TE inh -3.7, MsrA act -6.7, Rin1 Abl inh 3.9, NRP1-CendR mod 7.6, Neddylation inh inactive, eLon inh -8.0, MT1-MMP act inh -0.3, PABP1 MLLE inh 8.9 and SKN-1 inh -1.5.
For CC(NC(=O)CSc1nnc2n1CCCCC2)c1ccccc1Cl (stereo not drawn) the results were FAS-TE inh -11.6, MsrA act -0.5, Rin1 Abl inh 0.1, NRP1-CendR mod 1.1, Neddylation inh inactive, eLon inh -20.2, MT1-MMP act inh -2.4, PABP1 MLLE inh -2.9 and SKN-1 inh -1.7.
For Cc1ccc(C(=O)Nc2ccc(N3CCN(C(=O)c4ccco4)CC3)cc2)cc1 the results were FAS-TE inh 0.8, MsrA act -4.4, Rin1 Abl inh 2.2, NRP1-CendR mod 6.7, Neddylation inh inactive, eLon inh 4.9, MT1-MMP act inh -0.9, PABP1 MLLE inh -5.6 and SKN-1 inh -1.7.
Screening Cc1cn2c(nc(=O)c3cccnc32)s1 returned FAS-TE inh -6.4, MsrA act -7.9, Rin1 Abl inh 5.5, NRP1-CendR mod -2.6, eLon inh -9.8, MT1-MMP act inh 2.2, PABP1 MLLE inh 9.8 and SKN-1 inh 1.6.
`COc1ccc(C(C)C)cc1-c1ccc2nncn2c1` gave FAS-TE inh -7.4, MsrA act -2.2, Rin1 Abl inh -4.0, NRP1-CendR mod 0.3, Neddylation inh inactive, eLon inh -7.9, MT1-MMP act inh 3.3, PABP1 MLLE inh -6.3 and SKN-1 inh 17.8.
For CC1(C(=O)Nc2ccc3[nH]ncc3c2)CCN1C(=O)C/C=C/c1ccccc1 (stereo not drawn) the results were FAS-TE inh -6.9, MsrA act -4.2, Rin1 Abl inh -0.9, NRP1-CendR mod -5.1, Neddylation inh inactive, eLon inh -0.8, MT1-MMP act inh -3.9, PABP1 MLLE inh 10.2 and SKN-1 inh 3.0.
Cc1ccc(CC(=O)N(Cc2ccccc2)c2ccccn2)cc1 was read as FAS-TE inh -2.9, MsrA act -3.3, Rin1 Abl inh -1.3, NRP1-CendR mod 6.5, Neddylation inh inactive, eLon inh -10.3, MT1-MMP act inh -2.7, PABP1 MLLE inh -3.0 and SKN-1 inh 0.1.
For O=C(COC(=O)C1C2CC3OC(=O)C1C3C2)Nc1ccc(F)cc1 (stereo not drawn) the results were FAS-TE inh -7.2, MsrA act -1.1, Rin1 Abl inh 0.6, NRP1-CendR mod 12.3, Neddylation inh inactive, eLon inh 5.0, MT1-MMP act inh 2.3, PABP1 MLLE inh 6.3 and SKN-1 inh 13.9.

Arranged by SMILES length (largest number first): 3 of the compounds above
Screening COc1ccc(Cl)cc1NC(=O)CSc1nc(Nc2ccccc2)nc(N2CCOCC2)n1 returned FAS-TE inh 48.2, MsrA act -1.7, Rin1 Abl inh 0.8, NRP1-CendR mod -3.9, Neddylation inh inactive, eLon inh -10.4, MT1-MMP act inh -4.4, PABP1 MLLE inh -10.6 and SKN-1 inh 7.5.
For Cc1ccc(C(=O)Nc2ccc(N3CCN(C(=O)c4ccco4)CC3)cc2)cc1 the results were FAS-TE inh 0.8, MsrA act -4.4, Rin1 Abl inh 2.2, NRP1-CendR mod 6.7, Neddylation inh inactive, eLon inh 4.9, MT1-MMP act inh -0.9, PABP1 MLLE inh -5.6 and SKN-1 inh -1.7.
For CC(NC(=O)CSc1nnc2n1CCCCC2)c1ccccc1Cl (stereo not drawn) the results were FAS-TE inh -11.6, MsrA act -0.5, Rin1 Abl inh 0.1, NRP1-CendR mod 1.1, Neddylation inh inactive, eLon inh -20.2, MT1-MMP act inh -2.4, PABP1 MLLE inh -2.9 and SKN-1 inh -1.7.

Next section.
`Nc1cc(C(=O)OCC(=O)Nc2ccc(N3CCOCC3)cc2)ccc1Cl` gave FAS-TE inh -2.4, MsrA act -2.1, Rin1 Abl inh -2.9, NRP1-CendR mod 6.8, Neddylation inh inactive, eLon inh -2.9, MT1-MMP act inh 1.5, PABP1 MLLE inh -40.1 and SKN-1 inh 2.2.
Cc1ccc(NC(=S)NNC(=O)Nc2ccccc2)cc1 was read as FAS-TE inh 0.7, MsrA act 0.8, Rin1 Abl inh 4.7, NRP1-CendR mod -1.3, Neddylation inh inactive, eLon inh 0.4, MT1-MMP act inh 4.9, PABP1 MLLE inh -6.4 and SKN-1 inh 6.6.
COc1cc(OC)cc(C(=O)Nn2cc(C(=O)Nc3ccccc3F)c3ccccc3c2=O)c1 was read as FAS-TE inh 2.4, MsrA act -7.4, Rin1 Abl inh -2.1, NRP1-CendR mod -8.2, Neddylation inh inactive, eLon inh 10.8, MT1-MMP act inh 4.9, PABP1 MLLE inh -7.3 and SKN-1 inh -3.2.
Screening C[C@]12CCC(O)CC1CCC1C2CC[C@]2(C)C(c3cc(C(F)(F)F)n[nH]3)CCC12 (stereo partly drawn) returned FAS-TE inh 25.7, MsrA act -7.2, Rin1 Abl inh 0.5, NRP1-CendR mod 0.0, Neddylation inh inactive, eLon inh -0.7, MT1-MMP act inh 4.3, PABP1 MLLE inh -5.1 and SKN-1 inh -0.4.
Screening CCCNC(=O)C(Cc1cccc(Cl)c1)NC(=O)c1ccc(C#N)cc1 (stereo not drawn) returned FAS-TE inh 14.9, MsrA act -0.2, Rin1 Abl inh 1.1, NRP1-CendR mod -3.8, Neddylation inh inactive, eLon inh 4.5, MT1-MMP act inh -0.4, PABP1 MLLE inh -1.4 and SKN-1 inh 7.5.
CCCC(=O)Nc1ccc2c(c1)nc1n2CCN(C2CCCCC2)C1 was read as FAS-TE inh -5.9, MsrA act -3.7, Rin1 Abl inh 2.3, NRP1-CendR mod -31.6, eLon inh -12.1, MT1-MMP act inh 1.7, PABP1 MLLE inh -20.4 and SKN-1 inh -3.5.
Screening CCOC(=O)Cc1nn(CC)c(=O)c2ccccc12 returned FAS-TE inh -8.9, MsrA act 7.0, Rin1 Abl inh 2.6, NRP1-CendR mod -1.9, Neddylation inh inactive, eLon inh -10.1, MT1-MMP act inh 3.7, PABP1 MLLE inh 1.2 and SKN-1 inh 13.1.
Screening COc1ccc(-c2[nH]n(-c3ccc([N+](=O)[O-])cc3)c(=O)c2C=NCc2ccncc2)cc1 returned FAS-TE inh 25.3, MsrA act -10.6, Rin1 Abl inh 1.2, NRP1-CendR mod -24.1, Neddylation inh inactive, eLon inh 0.0, MT1-MMP act inh -11.1, PABP1 MLLE inh 15.0 and SKN-1 inh 16.7.
COc1cc(/C=N/NC(N)=O)c(Br)cc1OCC(=O)Nc1ccccc1C was read as FAS-TE inh -10.0, MsrA act -0.7, Rin1 Abl inh 2.7, NRP1-CendR mod -15.2, Neddylation inh inactive, eLon inh -3.0, MT1-MMP act inh 2.1, PABP1 MLLE inh 0.6 and SKN-1 inh 20.4.
